# Cneo AK release: Cryptococcus neoformans cell lysis inducers, primary screen, AK release luminescence, single concentration; C. neoformans lysis, adenylate kinase release luminescence, 4 h; normalised: neutral wells 0, clomiphene wells 100; lysis activity, % at 15 µM; 360,000 compounds, 0.2% hits; AID 651654, 2012;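 active = mean lysis activity across replicates of at least 80%, whatever share of replicates individually reach that level; inactive = mean lysis activity below 80%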
#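 Schedule: static 4 h at 37 °C with compound, 1 h detection; system: C. neoformans cells; benchmarks: Clomiphene as positive control; buffer or medium: fresh YPD medium; measure: luminescence rise reflecting yeast cell lysis; measured by: luminescent adenylate kinase detection reagent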
# Xi reactivation: activators of inactive X chromosome reactivation, primary screen, imaging, XiGFP fibroblasts, GFP high-content imaging, set 2 | 360,000 compounds, 0.055% hits | XiGFP mouse fibroblasts, % GFP-positive cells imaging, 3 d; cells co-treated with 5-aza-dC sensitizer; scaled so ellipticine positive control = 100% | activation, % at 7.58 µM;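 active = mean normalized replicate activation at least 10% and every replicate at or above 10%; inconclusive = only one of the two criteria met; inactive = mean below 10% and not all replicates reach 10%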;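 note: 0% = median of on-plate neutral control wells and 100% = ellipticine 6 µM median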
#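 Schedule: 3 d treatment, 15 min room-temperature fixation; system: 68-5-11 XiGFP fibroblast line; buffer or medium: DMEM plus 5-aza-dC sensitizer; control set: ellipticine 6 µM positive control; compound: one concentration, pinned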
# S100A4 MyoIIA: inhibitors of S100A4-myosin IIA peptide binding, primary screen, biochemical, fluorescence polarization, TAMRA-MyoIIA peptide; inhibition, % at 10.7 µM; 360,000 compounds, 0.14% hits; AID 652163, 2013;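 active = mean inhibition of at least 70% across replicates, with every replicate also reaching that level; inconclusive = mean inhibition reaches 70% but some replicates fall short; inactive = mean inhibition below 70%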
# Target sequence (P26447 whole entry, looked up): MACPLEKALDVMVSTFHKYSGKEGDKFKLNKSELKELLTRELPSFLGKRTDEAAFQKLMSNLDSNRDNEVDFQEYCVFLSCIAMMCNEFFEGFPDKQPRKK
#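 Compound dosing: one dose per compound; test system: human S100A4 monomer with TAMRA-labelled myosin IIA peptide; probe or stimulus: TAMRA-labelled myosin IIA heavy-chain peptide probe, 5 nM; medium: HEPES buffer with Ca2+, pH 7.2; schedule: 5 min incubation before reading; benchmarks: neutral control DMSO, positive control TFP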
# SIRT5 inh: SIRT5 desuccinylase inhibitors, primary screen, biochemical, fluorescence imaging, single point, set 5; NAD-dependent protein deacylase sirtuin-5, mitochondrial (Homo sapiens), Q9NXA8; Purified SirT5, succinyl-peptide AMC, trypsin-coupled fluorescence; inhibition, % at 15 µM; 330,000 compounds, 1.1% hits; AID 652115, 2013; in the data active = inhibition above about 15%; inconclusive = no clear call, values can overlap the other calls
# Target sequence (Q9NXA8 whole entry, looked up): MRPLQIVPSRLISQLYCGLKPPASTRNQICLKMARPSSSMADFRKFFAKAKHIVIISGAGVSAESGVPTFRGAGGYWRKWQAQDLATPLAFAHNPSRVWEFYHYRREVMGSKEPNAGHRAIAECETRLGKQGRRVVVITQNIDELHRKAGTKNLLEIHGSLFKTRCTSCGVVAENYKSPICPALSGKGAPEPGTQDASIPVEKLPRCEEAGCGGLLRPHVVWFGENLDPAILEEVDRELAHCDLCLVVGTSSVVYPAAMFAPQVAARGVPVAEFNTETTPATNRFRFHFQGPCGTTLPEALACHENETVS
# PGC1a acetyl inh: inhibitors of PGC1a acetylation signal, primary screen, cell-based, U2OS, AlphaScreen, inhibitor mode | AlphaScreen anti-acetyl-lysine; with virally co-expressed GCN5 acetyltransferase | inhibition, % at 15.6 µM | 350,000 compounds, 0.17% hits | AID 651687, 2012;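 active = every replicate shows inhibition of at least 40%; inconclusive = mean inhibition at least 40% but some replicate below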;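 note: 0% = neutral control wells and 100% = positive control wells; some results beyond the cut were filed as inactive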
# Statin myotox sup: suppressors of statin myotoxicity in C2C12 myotubes, primary screen, cell-based, single point, plate reader; C2C12 myotubes + simvastatin, ATP luminescence, 48 h; scaled: DMSO 0, geranylgeraniol control 100; rescue of ATP level, % at 7.49 µM; 330,000 compounds, 0.78% hits; AID 602340, 2012;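 active = mean ATP rescue above about 67%, or every replicate alone reaching that limit, limit read from the data, passing the limit was not always enough; inconclusive = no clear call, values can overlap the other calls; inactive = mean under the limit and some replicate under it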;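 note: myotubes were challenged with 10 µM simvastatin during compound exposure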
# LGR2 antag: inhibitors of bursicon-induced LGR2 CRE-luciferase signal, primary screen, cell-based, HEK293, CRE-luciferase reporter, bursicon stimulation; AID 720647, 2013; bursicon-stimulated, 4 h; inhibition, % at 9.99 µM; 380,000 compounds, 0.35% hits;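 active = drop in luminescence signal, shown as inhibition above about 50% in the replicate tests, limit read from the data, passing the limit was not always enough; inconclusive = probably only some replicates passing the limit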;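 note: agonist challenge used bursicon conditioned medium at about half maximal strength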
# ERAP1 HTS inh: human ERAP1 aminopeptidase inhibitors, primary screen, biochemical, single point, plate reader | Endoplasmic reticulum aminopeptidase 1 (Homo sapiens), Q9NZ08 | recombinant ERAP1, Leu-AMC fluorescence, 60 min | inhibition, % at 10.7 µM | 340,000 compounds, 0.15% hits | AID 652197, 2013;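 active = mean replicate inhibition of at least 30%, or all replicates individually reaching that 30% level; inactive = mean below 30% and not every replicate reaching it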;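 note: 0% = neutral control wells and 100% = L-leucinethiol positive control wells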
# Numbers without * were called inactive; ? = inconclusive; · = not tested or not shown.
smiles	Statin myotox sup	Xi reactivation	Cneo AK release	SIRT5 inh	PGC1a acetyl inh	ERAP1 HTS inh	LGR2 antag	S100A4 MyoIIA
CSc1ccccc1NC(=O)CN(C)CC(=O)Nc1cc(C)ccc1C	·	0.0	·	-1	·	4	-1	-3
Cc1cc(C)c(S(=O)(=O)c2ccccc2C(C)C)c(=O)[nH]1	0	0.0	1	1	3	0	16	-1
C[C@H]1CN([C@@H](C)CO)C(=O)c2cc(-c3cccc(C#N)c3)cnc2O[C@@H]1CN(C)C(=O)C1CCOCC1	-6	0.0	-4	12	0	1	4	2
C[C@H](CO)N1C[C@H](C)[C@@H](CN(C)Cc2ccc3c(c2)OCO3)Oc2ccc(NC(=O)CCCCCC(=O)Nc3ccccc3N)cc2CC1=O	32	-1.4	-1	4	-4	-1	-34	9
COc1ccc(NC(=O)CN(C)C(=O)c2sc3ccccc3c2Cl)cc1	7	0.1	-7	1	·	1	1	-5
COc1cc(/C=C/c2ccccc2)cc(OC)c1	0	0.4	1	-6	-7	-3	-140	-1
CCO[C@H]1OC(C(=O)N2CCOCC2)=C[C@@H](C2CCCCC2)[C@@H]1CCCO	·	·	0	0	-4	0	·	-7
CO[C@@H]1CN(C)C(=O)c2ccc(NS(C)(=O)=O)cc2OC[C@H](C)N(CC2CC2)C[C@@H]1C	-16	0.3	-8	-4	1	-4	-7	-1
COc1ccccc1-c1coc2c(CN3CCCCC3C)c(O)ccc2c1=O (configuration not stated)	44	0.0	0	-24	4	-1	2	0
Cc1cc(N)nc(SCC(=O)N2C(C)CCCC2C)n1 (configuration not stated)	4	0.4	0	-4	4	-2	2	-4
CCCN1CCc2c(sc(NC(=O)Cc3ccc(F)cc3)c2C(N)=O)C1	-4	0.0	-2	0	-2	-2	-4	-21
CO[C@@H]1CN(C)C(=O)c2cc(NC(=O)NC(C)C)ccc2OC[C@@H](C)N(CC2CC2)C[C@H]1C	2	0.3	72	1	-10	12	-7	8
COc1ccccc1Nc1nc(NCCC(C)C)nc(N)c1[N+](=O)[O-]	·	0.0	0	8	?	·	4	13
COc1ccccc1Sc1ccccc1/C=N/NC(N)=O	-12	0.0	·	-7	-31	-2	-5	2
COCC1CCN(C(=O)c2cc(COc3cccc4cnccc34)on2)CC1	-5	0.1	0	-14	21	-3	8	-4
C[C@H](CO)N1C[C@H](C)[C@@H](CN(C)C(=O)CCC(F)(F)F)OCCCC[C@H](C)Oc2ccc(NC(=O)CCC(F)(F)F)cc2C1=O	·	0.0	44	2	6	2	7	11
NC(Cc1ccc(F)cc1)c1csc(Nc2nccc(C(F)(F)F)n2)n1 (configuration not stated)	3	-0.1	0	-1	-10	3	25	-2
CCN(CC)CCCNC(=O)Cn1cc2c(n1)CCC(C)C2 (configuration not stated)	1	0.0	0	·	·	0	7	2
N/C(=N\OC(=O)COc1ccccc1)c1ccncc1	·	0.0	·	-1	·	-2	·	-8
CCC(=O)N1[C@H](CO)[C@@H](c2ccc(-c3cccc(F)c3)cc2)[C@@H]1CN(C)C(C)=O	4	0.0	4	3	1	-2	15	1
O=C(O)c1ccc(CNC(=O)c2ccc3c(c2)C(=O)N(Cc2cccnc2)C3=O)cc1	·	0.5	6	-2	0	-22	2	3
COc1ccc(Cl)cc1N1C(=O)C2CCCN2C1c1ccc(F)cc1 (configuration not stated)	8	0.3	-2	·	·	-6	-2	6
C[C@H]1CN([C@@H](C)CO)C(=O)c2cc(NC(=O)Nc3ccc(F)cc3)ccc2O[C@@H]1CN(C)S(=O)(=O)c1ccc(F)cc1	-10	0.2	54	-1	6	-4	-21	-3
C=CCO/N=C/C1C(=O)CC(C)(C)CC1=O	·	0.1	·	-2	·	2	0	-1
Cc1cc(C)c(C)c(OCC(=O)O/N=C(\N)c2ccccn2)c1	23	·	3	·	-23	·	-28	·
CC(C)CC#Cc1ccc([C@H]2[C@H](CO)N3C(=O)CN(C(=O)c4ccccn4)C[C@@H]23)cc1	·	0.0	·	10	-1	2	9	0
O=c1c(-c2cccc([N+](=O)[O-])c2)[n+]([O-])c2ccccc2n1O	·	0.1	·	9	-3	·	-8	-3
CCOC(=O)N1CCN(C(=O)C2CCN(S(=O)(=O)CC)CC2)CC1	-11	·	0	·	1	-2	-7	26
Cc1cccc(C(=Cc2ccc([N+](=O)[O-])cc2)C(=O)O)c1	6	0.0	1	1	-11	3	-15	-11
NC(=O)c1cc2cc(Cl)ccc2o/c1=N/NC(=O)c1cccs1	·	-0.1	-3	-5	5	·	-18	-5
CN(C)C(=O)/C(=C\c1cccc(Oc2ccccc2)c1)NC(=O)c1ccccc1	-1	-0.1	2	-2	·	5	16	0
C(=C\n1nnc2ccccc21)/c1ccc[nH]1	11	0.0	2	·	·	-3	-8	-31
Cn1cnc(CCNC(=O)C[C@@H]2CC[C@H]3[C@@H](COC[C@@H](O)CN3C(=O)C3CC3)O2)c1	1	0.0	-2	2	6	0	-7	81*
COc1ncc(-c2ccc(N3C(c4ccsc4)=Cc4ccccc4C3CC(C)=O)cc2)cn1 (configuration not stated)	·	0.0	·	-1	·	1	4	0
Cc1c(S(=O)(=O)c2ccccn2)c(N)n(Cc2ccccc2)c1C	·	0.5	-3	0	12	4	0	-4
O=C(C[C@@H]1CC[C@@H]2[C@H](COC[C@@H](O)CN2Cc2cccc(C(F)(F)F)c2)O1)NCc1ccncc1	2	-0.1	1	6	3	-1	-19	2
CN(C)CC(=O)N1[C@@H](C#N)[C@@H](c2ccccc2-c2ccc(C(=O)N(C)C)cc2)[C@@H]1CO	·	0.0	·	1	-1	-2	2	0
CC(NC(=S)Nc1ccccc1)C1COc2ccccc2O1 (configuration not stated)	·	0.0	·	-4	·	-2	-3	-1
Cc1ccc(S(=O)(=O)Nc2ccc3c(c2)C(=O)N([C@H](C)CO)C[C@@H](C)[C@@H](CN(C)C(=O)c2ccncc2)OCCCC[C@@H](C)O3)cc1	9	0.1	59	·	12	·	-7	·
Cc1ccc(S(=O)(=O)NN=C2CCc3ccccc32)cc1	0	-0.2	1	-5	-1	4	12	-3
COc1ccccc1NC(=O)COC(=O)[C@@H]1CCCN1C(=O)c1cccs1	·	·	0	1	-1	0	-11	-4
COc1ccc(CNC(=O)c2sc3nc4c(c(C(F)(F)F)c3c2N)CCC4)cc1OC	7	0.5	-3	2	5	17	-8	-1
CC=Cc1ccc2n(c1=O)C[C@H]1[C@H](CO)[C@@H](C(=O)NCc3ccccn3)N(CCC)[C@@H]21 (mixture of isomers)	·	0.3	·	2	11	·	-2	-18
C[C@H](CO)N1C[C@H](C)[C@@H](CN(C)S(=O)(=O)c2cn(C)cn2)Oc2c(NC(=O)c3cnccn3)cccc2C1=O	·	-0.7	0	-5	3	-1	5	-19
COc1ccc(CCNC(=O)CSc2nc3c(c(=O)n(C)c(=O)n3C)n2C(C)C)cc1OC	-15	·	1	-4	5	-3	1	-7
CC(C)(C)NC(=O)NC(=O)COC(=O)CNS(=O)(=O)c1ccc(Br)cc1Cl	·	0.2	0	3	·	-9	18	-1
O=C(NCc1ccccn1)c1cc(-c2ccncc2)nc2ccccc12	-4	0.0	·	2	3	-1	0	1
CCCCn1c(N)c(N(CCC(C)C)C(=O)C2CCN(C(=O)c3ccccc3C)CC2)c(=O)[nH]c1=O	2	-0.1	-1	-5	·	5	-8	-3

# One compound at a time, from the list above.
# `COc1ccc(CNC(=O)c2sc3nc4c(c(C(F)(F)F)c3c2N)CCC4)cc1OC` across the screens: Statin myotox sup = 7; Xi reactivation = 0.5; Cneo AK release = -3; SIRT5 inh = 2; PGC1a acetyl inh = 5; ERAP1 HTS inh = 17; LGR2 antag = -8; S100A4 MyoIIA = -1
# `O=C(NCc1ccccn1)c1cc(-c2ccncc2)nc2ccccc12` across the screens: Statin myotox sup = -4; Xi reactivation = 0.0; Cneo AK release = ·; SIRT5 inh = 2; PGC1a acetyl inh = 3; ERAP1 HTS inh = -1; LGR2 antag = 0; S100A4 MyoIIA = 1

# Other results follow.
smiles	Statin myotox sup	Xi reactivation	Cneo AK release	SIRT5 inh	PGC1a acetyl inh	ERAP1 HTS inh	LGR2 antag	S100A4 MyoIIA
O=C(Nc1ccncc1)c1ccc(S(=O)(=O)Nc2ccccc2)cc1	-4	-0.1	·	0	-11	-2	14	-3
C/C(CC(=O)Nc1cccc(C(F)(F)F)c1)=N\NC(=O)C(=O)NCC(C)C	6	0.0	-2	1	-13	-2	13	2
Cc1cccc(C(=O)Nc2ccc(O)c3c(=O)cc(-c4ccccc4Cl)oc23)c1	-26	0.2	-1	-3	·	6	-8	-6
O=C(Nc1cccc(Cl)c1N1CCCC1)c1ccc([N+](=O)[O-])o1	1	0.1	-5	-3	4	-1	-3	1
CC(=O)Nc1nc(-c2ccccc2)c(-c2ccccc2)o1	·	0.0	·	-3	·	-3	-3	4
COc1ccccc1-c1csc(C(O)c2ccc(F)c(F)c2)n1 (configuration not stated)	17	0.0	1	-2	-6	3	-33	-1
NNC(=S)Nc1cccc(Cl)c1	7	0.0	3	6	2	-2	-15	1
O=C1OC=NC1=Cc1ccccc1	0	0.1	·	-1	·	1	-6	5
Cc1cnc(C(=O)OCC(=O)Nc2cc(S(=O)(=O)N3CCCCC3)ccc2Cl)cn1	·	0.0	·	-2	·	3	-24	11
COc1ccc(CNC(=O)N2CCN(c3ccc(F)cc3)CC2)cc1Cl	·	0.0	·	-6	1	3	27	-6
O=C(NCCc1ccccc1)c1cc(-c2ccccc2)c(N2CCOCC2)s1	15	0.0	0	·	-16	2	28	20
C=CCn1c(=O)c(C(=O)Nc2ncccc2C)c(O)c2ccccc21	2	0.0	-2	1	3	4	-10	-6
O=C(Nc1cccnc1Cl)c1cc([N+](=O)[O-])ccc1Cl	3	-0.1	0	-1	-4	-3	-4	-14
CN1C(=O)c2cc(NC(=O)c3ccc(Cl)cc3)ccc2OC[C@@H]2O[C@H](CC(=O)NCc3cccc(F)c3)CC[C@H]21	-80	0.4	-10	-1	10	-1	2	3
CCN(CC)S(=O)(=O)c1ccc(N2CCOCC2)c(NC(=O)c2nn(C)c(=O)c3ccccc23)c1	-26	0.0	1	-3	-2	3	-1	-1
Cc1ccc(NC(=S)Nc2cccc3cnccc23)cc1C	-16	0.1	-4	-3	17	2	-70	-4
CCCOc1ccc(CSC(=N)N)cc1C(=O)OC	·	-0.1	2	-1	4	0	-7	-3

# Screening results deposited in PubChem BioAssay by Broad Institute.

# This is a subset. The share of hits here may be higher or lower than overall.
